Compound activity from PubChem.
influenza NS1A: H1N1 influenza NS1A inhibitors, functional cell based assay (AID 504329); NS1A functional cell-based assay, percent inhibition; higher % means a stronger effect; 340,000 compounds, 0.3% hits; inhibition, % at 12.5 µM; hits with a dose series show IC50 in µM; in the data active = a potency from the dose series; inconclusive = inhibition above about 27% without an active follow-up result; note: strong numbers were not always called active
tuberculosis growth: growth inhibition of non-replicating M. tuberculosis (AID 488890). Mycobacterium tuberculosis non-replicating, growth inhibition; higher % means a stronger effect. inhibition, % at 25 µM, or IC50 in µM where a hit was titrated. 320,000 compounds, 0.39% hits; in the data active = a potency from the dose series; inconclusive = inhibition mostly from about 82% at the one dose, without a potency; inactive = the rest, 99 in 100 with inhibition below about 76%;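 note: plate controls were DMSO cells for no effect and high antibiotic wells for full effect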
M. tuberculosis HTS: M. tuberculosis growth inhibition, HTS (AID 449762); M. tuberculosis H37Rv growth inhibition, 7H9 media; higher % means a stronger effect; inhibition, % at 25 µM; hits with a dose series show IC50 in µM; 330,000 compounds, 0.59% hits; in the data active = a potency from the dose series; inconclusive = inhibition above about 70% without an active follow-up result;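 note: bacterial growth assessed after seven days of incubation; strong numbers were not always called active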
PhoP GFP inhibition: PhoP regulon inhibitors, Salmonella typhi PhoP promoter GFP reporter, confirmatory (AID 1850) | Salmonella Typhi PhoP-promoter GFP reporter, fluorescence, 4 h; higher % means a stronger effect | inhibition, % at 50 µM; hits with a dose series show IC50 in µM | 310,000 compounds, 0.33% hits; in the data active = a potency from the dose series; inconclusive = inhibition mostly from about 25% at the one dose, without a potency; inactive = the rest, 99 in 100 with inhibition below about 19%;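 note: 0% = induced wells with vehicle and 100% = uninduced wells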
inhibitors of VEEV: inhibitors of VEEV TC-83 cytopathic effect, confirmation, Vero cells (AID 588727) | Vero cells, VEEV TC-83 cytopathic effect inhibition; higher % means a stronger effect | inhibition, % at 20 µM; hits with a dose series show IC50 in µM | 350,000 compounds, 0.13% hits; in the data active = a potency from the dose series; inconclusive = inhibition mostly from about 14% at the one dose, without a potency; inactive = the rest, 99 in 100 with inhibition below about 12%; note: strong numbers were not always called active
inhibitors of VEEV 10K pilot screen: also measured in inhibitors of VEEV; calls as there; inhibition, %; measured here: 10K pilot screen inhibition
Numbers without * were called inactive; i = inactive; ? = inconclusive; . = no result given. Not a hit list. About 1.5% of those tested had a hit in this group.

SMILES	influenza NS1A	tuberculosis growth	M. tuberculosis HTS	PhoP GFP inhibition	inhibitors of VEEV	others
COC(=O)C(NC(=O)c1ccco1)(Nc1cc(C)ccn1)C(F)(F)F (stereo not drawn)	8%	-15%	-2%	3%	i
O=C(O)c1ccccc1CSc1nnc2c(n1)[nH]c1ccccc12	-5%	-1%	3%	1%	i
Cc1ccc(NS(=O)(=O)c2ccc(NC(=O)CSc3ccc(Cl)cc3)cc2)c(C)c1	7%	16%	-4%	-2%	0.3%
Cc1ccc(S(=O)(=O)NC(C)(C)C)cc1C(=O)OC(C)C(=O)NC1CC1 (stereo not drawn)	-16%	1%	-1%	3%	1.5%
CCN1CCN(C(=O)Cn2c(=O)sc3ccccc32)CC1	3%	2%	-3%	-10%	1.1%
Nc1nc(-c2ccccc2Br)cs1	-7%	12%	1%	2%	0.2%
CCc1nnc(NC(=O)c2ccc(-c3ccc(C(C)=O)cc3)o2)s1	2%	56%	-4%	.	1.2%
COc1cccc(C(=O)Nc2cccc(-c3ccc(N4CCOCC4)nn3)c2)c1	-4%	10%	6%	8%	2.4%
COc1ccc(N=Nc2c(N)nn(C)c2N)cc1	13%	.	.	.	1.7%
COC(=O)C1=C(C(=O)OC)C2(OC1c1ccccc1C)C(=O)c1ccccc1C2=O (stereo not drawn)	-2%	31%	-3%	-7%	1.0%
Cc1sc2ncn(CC(=O)NCC(=O)N3CCN(c4ccccc4F)CC3)c(=O)c2c1C	-5%	-8%	2%	-6%	1.2%
COCCNC(=O)c1cccc(OC2CCN(Cc3cccc(SC)c3)CC2)c1	0%	3%	-2%	0%	i
CC(=O)c1cccc(NC(=O)COc2ccc3oc(=O)cc(C)c3c2)c1	4%	23%	-4%	-12%	7.9%
CC(=O)c1cccc(NC(=O)c2ccoc2C)c1	-1%	-9%	-3%	5%	0.4%
COc1ccc(C2C3C(=O)N(N(C)c4ncc(C(F)(F)F)cc4Cl)C(=O)C3ON2C)cc1 (stereo not drawn)	-3%	-9%	2%	12%	0.1%	inhibitors of VEEV 10K pilot screen=0.7
CC1CN(C(=S)Nc2ccccc2C(F)(F)F)CC(C)O1 (stereo not drawn)	-4%	-4%	9%	-5%	i
Cc1nn(C)c(C)c1NC(=O)COc1ccc(Cl)cc1Br	-7%	0%	-12%	.	7.3%
CC(=O)Oc1cccc(N2C(=O)c3ccccc3C2=O)c1	-8%	3%	-13%	-12%	0.3%
CCOC(=O)NC(=O)CSc1nnc(C2CC2)n1Cc1ccco1	-5%	-2%	7%	-2%	0.2%
N=c1c2c3c(sc2ncn1Nc1ccccc1)CCC3	.	?	63%	-17%	9.6%
O=C(NC1CCCC1)C1C2C=CC3(CN(Cc4cccs4)C(=O)C13)O2 (stereo not drawn)	0%	.	-3%	.	1.6%
COc1cc(C)c(Br)cc1S(=O)(=O)NCCN1CCOCC1	0%	-2%	-4%	-13%	1.2%
O=C1CC(c2ccccc2Cl)C2=C(COC2=O)N1 (stereo not drawn)	5%	-5%	-6%	0%	i
Cn1ccnc1SCC(=O)Nc1cccc2ccccc12	-3%	2%	-16%	-5%	0.7%
COc1cccc(CC2(CO)CCCN(Cc3cn[nH]c3-c3ccccc3)C2)c1 (stereo not drawn)	-6%	10%	-4%	-8%	0.9%
CN(c1nc(-c2ccc(Br)cc2)cs1)C1CCS(=O)(=O)C1 (stereo not drawn)	-7%	15%	15%	-12%	3.3%
CCN(CC)CCN1C(=O)C(=O)/C(=C(/O)c2c(C)[nH]c(C(=O)OC)c2C)C1c1cccc(OC)c1 (stereo not drawn)	-8%	-5%	-6%	13%	4.2%
C=CCn1c(C)csc1=Nc1ccc(C(=O)O)cc1	7%	-1%	-5%	-2%	0.5%
CCS(=O)(=O)N1Cc2ccccc2CC1C(=O)NCC12CC3CC(CC(C3)C1)C2 (stereo not drawn)	-3%	32%	-13%	13%	i
C1CCC2S[C@H]3CCCCC3NC2C1 (stereo partly drawn)	-19%	-6%	-12%	-2%	3.2%
CCCCNC(=O)Nc1nc2ccc(CC)cc2s1	1%	60%	7%	1%	2.0%
COc1ccc(C(=O)N2CCCC(N3CCN(c4ccccc4F)CC3)C2)c(OC)n1 (stereo not drawn)	-3%	23%	-3%	10%	0.6%
COc1ccc(NC(=O)c2ccc(=O)[nH]c2)cc1S(=O)(=O)N1CCCCC1	.	-15%	-8%	-6%	.
Cc1ccc(S(=O)(=O)N2CCC(C(=O)OCC(=O)Nc3cc(S(C)(=O)=O)ccc3Cl)CC2)cc1C	-3%	-14%	1%	-6%	1.4%
CCOc1cc(/C=N/NC(=O)C(=O)NC2CC2)cc(Br)c1O	-9%	-8%	-8%	13%	1.9%
O=C1CC(NCCC2=CCCCC2)C(=O)N1c1cccc(Cl)c1Cl (stereo not drawn)	.	35%	-3%	-2%	.
C/C(Cn1nc([N+](=O)[O-])cc1C)=N\NC(=O)c1ccc(C(C)(C)C)cc1	-18%	14%	6%	1%	i
CN(C)NC(=S)Nc1ccc(Cl)cc1	4%	?	?	-8%	i
O=C1OC2(CCCCC2)OC(=O)C1=CNc1nccs1	5%	7%	2%	-14%	1.6%	inhibitors of VEEV 10K pilot screen=2.5
O=C(CN1C(=O)NC2(CCCCC2)C1=O)Nc1cc(C(F)(F)F)ccc1N1CCCC1	-8%	.	.	.	1.9%
Cc1cccc2cc(CN(Cc3nnnn3C3CCCCC3)C3CCCC3)c3nnnn3c12	6%	17%	3%	1%	0.7%
CC(=O)N1CCN(c2ccc(NC(=O)C(c3ccccc3)c3ccccc3)cc2)CC1	-1%	11%	-5%	-2%	0.3%
Cc1cc(NC(=O)CN2C(=O)NC(CC(C)C)C2=O)ccc1Br (stereo not drawn)	5%	5%	-2%	.	1.9%
CCOc1ccc(CNC(=O)CCCn2nc(C)c3c(C)n(-c4ccc(C)cc4)nc3c2=O)cc1	-4%	16%	8%	5%	i
COc1ccc(/C=C2\C(=O)OCc3cc(OC)c(OC)cc32)cc1OC	6%	-7%	2%	2%	0.6%
Cc1nnc(SCC(=O)c2ccc(Br)cc2)s1	-1%	74%	17%	3%	i
CCOC(=O)c1ccc(N2CCOCC2)c(NC(=O)c2nccnc2C(=O)O)c1	-7%	1%	0%	-11%	0.3%
O=C(CN1CCN(Cc2ccc3c(c2)OCO3)CC1)Nc1ccc2c(c1)OCCO2	-19%	.	.	.	i
CCC1(C)Cc2nc3[nH]c(=S)n(-c4ccccc4)c(=O)c3cc2CO1 (stereo not drawn)	-9%	-21%	5%	4%	i
COc1ccc(NC(=S)NCCNC(C)=O)cc1	-5%	-5%	5%	-2%	2.0%
COc1ccc(NC(=O)c2cccc(Cl)c2)c[n+]1[O-]	-1%	-15%	2%	14%	0.8%
CC1CCCCC1NC(=O)CCNS(=O)(=O)c1ccc2c(c1)CCC(=O)N2 (stereo not drawn)	-6%	-4%	2%	-14%	1.4%
O=C(C1=C(O)C(=O)N(CCN2CCOCC2)C1c1ccc(F)cc1)c1cccs1 (stereo not drawn)	-3%	-17%	1%	-4%	0.7%
COc1ccc(C(=O)CN2CCN(S(=O)(=O)c3cccc([N+](=O)[O-])c3)CC2)cc1OC	-1%	6%	-5%	-8%	i
O=S(=O)(O)c1cc(O)ccc1O	1%	11%	8%	-9%	i
COC(=O)C1(C(=O)OC)C(C(=O)c2ccccc2)C1c1ccccc1 (stereo not drawn)	3%	.	.	.	i
COC(=O)COc1ccc(C2NC(=O)NC(c3ccccc3)=C2C(C)=O)cc1Br (stereo not drawn)	-22%	5%	3%	4%	0.5%
CS(=O)(=O)N1c2cccc3cccc(c23)S1(=O)=O	12%	57%	2%	-4%	0.4%
COc1ccc(C(=O)CCC(=O)Nc2cccnc2)cc1OC	7%	-2%	0%	-1%	0.8%
C/C(=N\NC(=O)c1cc(-c2ccc(C)s2)nc2ccccc12)c1cccnc1	-5%	7%	-1%	-3%	5.9%

Of the compounds above, 8 contain a Cl atom:
SMILES	influenza NS1A	tuberculosis growth	M. tuberculosis HTS	PhoP GFP inhibition	inhibitors of VEEV	others
Cc1ccc(NS(=O)(=O)c2ccc(NC(=O)CSc3ccc(Cl)cc3)cc2)c(C)c1	7%	16%	-4%	-2%	0.3%
COc1ccc(C2C3C(=O)N(N(C)c4ncc(C(F)(F)F)cc4Cl)C(=O)C3ON2C)cc1 (stereo not drawn)	-3%	-9%	2%	12%	0.1%	inhibitors of VEEV 10K pilot screen=0.7
Cc1nn(C)c(C)c1NC(=O)COc1ccc(Cl)cc1Br	-7%	0%	-12%	.	7.3%
O=C1CC(c2ccccc2Cl)C2=C(COC2=O)N1 (stereo not drawn)	5%	-5%	-6%	0%	i
Cc1ccc(S(=O)(=O)N2CCC(C(=O)OCC(=O)Nc3cc(S(C)(=O)=O)ccc3Cl)CC2)cc1C	-3%	-14%	1%	-6%	1.4%
O=C1CC(NCCC2=CCCCC2)C(=O)N1c1cccc(Cl)c1Cl (stereo not drawn)	.	35%	-3%	-2%	.
CN(C)NC(=S)Nc1ccc(Cl)cc1	4%	?	?	-8%	i
COc1ccc(NC(=O)c2cccc(Cl)c2)c[n+]1[O-]	-1%	-15%	2%	14%	0.8%

(cont.)
SMILES	influenza NS1A	tuberculosis growth	M. tuberculosis HTS	PhoP GFP inhibition	inhibitors of VEEV	others
CC(=O)c1cccc(N(C(=O)c2ccco2)C(C(=O)NC2CCCC2)c2ccncc2)c1 (stereo not drawn)	-1%	4%	1%	-10%	i
CC(C(=O)N1CCC2(CC1)OCCO2)C1Sc2ccccc2NC1=O (stereo not drawn)	-11%	-9%	6%	3%	i
O=C(Nc1ccc(S(=O)(=O)Nc2nccs2)cc1)c1cc(-c2ccccc2)nc2ccccc12	-4%	73%	-6%	-26%	3.3%
COC(=O)c1cc(Sc2cccc(Cl)c2Cl)ccn1	0%	?	21µM*	0%	0.2%
CC(=O)NC(C)c1nc2ccccc2n1C(C)C (stereo not drawn)	-3%	-21%	-4%	3%	0.8%
CCOC(=O)C1=C(O)c2ccccc2C(=O)/C1=C\c1ccc(CC)cc1	19%	?	0%	-10%	6.2%
CCOc1ccc(NC(=O)c2ccc3nccnc3c2)cc1	12%	9%	-4%	3%	0.6%
COc1cc2c(cc1OC)C(Cc1cc(OC)c(OC)cc1[N+](=O)[O-])=NCC2	5%	.	.	.	4.3%
O=C(NN=Cc1ccc(Cl)cc1Cl)C1CC1	-1%	.	.	.	1.2%
O=C(COC(=O)c1ccc2ccccc2c1O)Nc1ccccc1	-2%	.	.	.	i
Cc1c(Cl)cccc1NC(=O)CNC(=O)c1cn(-c2ccccc2)nc1-c1cccnc1	0%	-3%	1%	.	11%
Oc1c(Br)cc(-c2ccccc2)cc1Br	2%	.	.	.	0.3%
CCC(=O)c1ccc(OCC(O)Cn2cnc3ccccc32)cc1 (stereo not drawn)	1%	40%	-4%	-6%	0.1%
Cc1cc(C(=O)N2CCc3ccccc3C2)no1	-1%	18%	-2%	-2%	2.3%
Cc1ccc(Cl)c(NC(=O)COC(=O)c2cc[n+]([O-])cc2)c1Cl	-6%	1%	0%	.	1.6%
COC(=O)c1ccccc1NC(NC(=O)c1ccco1)C(=O)c1ccc(C)cc1 (stereo not drawn)	-3%	-2%	-4%	-6%	i
CN(C)CC(O)c1ccc(C=Cc2ccc(Cl)cc2)cc1 (stereo not drawn)	-6%	.	.	.	i
COc1ccc(OC)c(/C=C/c2nc3ccccc3[nH]c2=O)c1	-11%	7%	-5%	-27%	6.9%
COC(=O)C1C(c2ccc(OC)cc2)Nc2nnc(C(F)(F)F)n2C1(C)O (stereo not drawn)	5%	4%	10%	-26%	0.1%
O=c1oc2ccccc2c(Nc2ccc(O)cc2)c1[N+](=O)[O-]	0%	.	-6%	-5%	1.3%	inhibitors of VEEV 10K pilot screen=3.1
CCN(CC(=O)N1CCCC1)S(=O)(=O)c1ccc(Br)cc1	-9%	-2%	0%	-7%	i
N#Cc1ccc(NC(=O)COC(=O)CCc2ccc(S(=O)(=O)N3CCCCC3)cc2)cc1	12%	13%	1%	6%	1.2%
CCOC(=O)c1[nH]c(=O)[nH]c1CSc1nc(C)cc(C)n1	-1%	2%	-1%	0%	i
CCOc1cc(/C=N/NC(N)=O)ccc1OC(=O)c1ccc(C)cc1	.	-10%	-1%	0%	.
Cc1ccc(S(=O)(=O)N/N=C\c2ccc(Cl)c([N+](=O)[O-])c2)cc1	3%	0%	2%	-12%	2.0%
COc1ccc(NC2CCCN(C(=O)CCC(=O)c3ccc(F)cc3)C2)cc1 (stereo not drawn)	3%	23%	-1%	-9%	8.7%
